FLuc modulator: firefly luciferase modulation, counter-screen for miR-21 project. P08659. purified FLuc, Km substrates, luminescence inhibition. Potency, µM (titrated, usually from 57.5 µM), for the others: at the top dose activity change, negative = inhibition, most hits filed as inhibitors. hit rate 6.9% among 360,000. AID 588342;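 also: potency is read from the fitted curve at half-maximal effect; plate controls were vehicle for no effect and reference inhibitor for full effect; nearly all actives have a fitted effect of over 55% in size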
Target sequence (P08659 whole entry, looked up): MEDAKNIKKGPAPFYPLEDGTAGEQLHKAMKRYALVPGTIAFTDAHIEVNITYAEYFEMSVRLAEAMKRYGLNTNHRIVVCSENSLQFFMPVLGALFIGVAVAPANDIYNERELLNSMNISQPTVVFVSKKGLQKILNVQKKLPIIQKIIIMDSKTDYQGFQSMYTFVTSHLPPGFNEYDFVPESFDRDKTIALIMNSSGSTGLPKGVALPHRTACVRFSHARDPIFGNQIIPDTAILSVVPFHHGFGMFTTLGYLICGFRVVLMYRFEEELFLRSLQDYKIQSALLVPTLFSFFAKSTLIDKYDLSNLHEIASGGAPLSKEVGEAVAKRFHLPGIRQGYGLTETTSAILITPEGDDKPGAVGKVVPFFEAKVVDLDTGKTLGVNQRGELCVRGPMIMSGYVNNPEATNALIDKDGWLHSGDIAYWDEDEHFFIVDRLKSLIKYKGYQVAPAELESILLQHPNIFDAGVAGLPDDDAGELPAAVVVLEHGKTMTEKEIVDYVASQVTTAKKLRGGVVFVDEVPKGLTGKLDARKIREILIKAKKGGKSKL
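Purified P. pyralis luciferase (10nM final) with 10uM D-luciferin and 10uM ATP (Km levels) in 50mM Tris acetate pH 7.5, 10mM Mg acetate, 0.01% Tween-20, 0.05% BSA; qHTS 6-point titration, ~60 µM downward; luminescence read.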
FBPA coupling cs: coupling enzyme interference in Giardia aldolase counter-screen | coupling enzyme system counterscreen, AmpLite Red fluorescence | activity change, negative = inhibition, % at 58.2 µM, hits read low | hit rate 0.67% among 290,000; in the data active = activity change below about -30%; also: % is scaled to controls: 0 for no effect and ±100 for the full control effect
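Final compound at 57.5 uM, incubated 10 min at RT with coupling enzyme reagent (glyceraldehyde-3-phosphate), then 20 min with substrate and AmpLite Red detection. Fluorescence read at 525/598 nm; tests interference with the coupling assay, not aldolase inhibition.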
ELG1 genotoxic: inducers of genotoxicity in HEK293T ELG1-luciferase cells; HEK293T ELG1-luciferase reporter, luminescence, 16 h; Potency, µM (series often up to 46 µM), inactives show at the top dose activity change, positive = activation, most hits filed as activators; hit rate 1.3% among 330,000; also: potency is read from the fitted curve at half-maximal effect; % of control where 0% means no effect; nearly all actives have a fitted effect of over 60% in size
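Quantitative HTS format in 1536-well plates. HEK293T ELG1-luciferase reporter cells receive test compound and are incubated 16 hr at 37 °C, 5% CO2; ONE-Glo added, 30 min room temperature, then luminescence read.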
RORg inh: blocks mouse ROR gamma transcriptional activity | P51450 | Drosophila S2 Gal4-RORgamma UAS-luciferase reporter, 20 h | Potency, µM (series often up to 53.6 µM), without a hit: at the highest dose activity change, negative = inhibition, usual class: inhibitors | hit rate 5.4% among 310,000 | AID 2551; also: potency is read from the fitted curve at half-maximal effect; % is scaled to controls: 0 for no effect and ±100 for the full control effect; nearly all actives have a fitted effect of over 60% in size
Target sequence (P51450 whole entry, looked up, the tested form may be a part): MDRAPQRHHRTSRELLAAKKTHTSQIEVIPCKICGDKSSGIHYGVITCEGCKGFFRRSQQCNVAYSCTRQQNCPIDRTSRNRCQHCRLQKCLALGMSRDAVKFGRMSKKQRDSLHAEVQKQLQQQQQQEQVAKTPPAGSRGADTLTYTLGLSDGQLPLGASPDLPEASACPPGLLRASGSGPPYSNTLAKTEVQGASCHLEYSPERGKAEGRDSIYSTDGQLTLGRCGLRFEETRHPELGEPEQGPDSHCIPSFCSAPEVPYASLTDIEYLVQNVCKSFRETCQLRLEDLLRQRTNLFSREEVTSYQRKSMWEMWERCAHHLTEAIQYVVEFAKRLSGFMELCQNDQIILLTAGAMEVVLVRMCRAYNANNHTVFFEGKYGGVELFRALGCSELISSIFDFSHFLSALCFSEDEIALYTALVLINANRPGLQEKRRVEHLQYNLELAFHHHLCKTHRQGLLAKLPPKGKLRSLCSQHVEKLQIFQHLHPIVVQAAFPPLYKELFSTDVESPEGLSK
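Using a luciferase readout, inhibitors were identified by reduced reporter activity in Drosophila cells coexpressing a copper-inducible Gal4–ROR gamma fusion and UAS-driven Photinus luciferase, incubated 20 hr after 700 uM copper sulfate.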
Rab9 promoter act: activates the Rab9 promoter; hit rate 2.8% among 320,000; Huh7 Rab9 promoter-luciferase reporter, luminescence, 24 h; Potency, µM (series often up to 9.22 µM), inactives show top-dose activation, negative = inhibition, usual class: activators; also: potency is read from the fitted curve at half-maximal effect; % of control where 0% means no effect; nearly all actives have a fitted effect of over 60% in size
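Luminescence from Amplite-detected luciferase (10 minutes, ambient) reports Rab9 promoter activation. Before that, stable Rab9-luciferase Huh7 cells (1500/well, reduced-serum OP-MEM I plus 10% FBS) were exposed to compound for 24 hours at 37C.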
Giardia killer: Giardia lamblia killing. Giardia lamblia trophozoite viability. activity change, % at 7.66 µM, hits read low. hit rate 0.15% among 340,000. AID 540267; in the data active = activity change below about -80%; inconclusive = between about -30% and that limit;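 also: parasites exposed to compound for two days anaerobically before the ATP read; % is scaled to controls: 0 for no effect and ±100 for the full control effect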
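ATP-content bioluminescence gauges trophozoite survival. Cells (100/well) receive compound and incubate anaerobically for 48 hrs at 37 deg C; detection reagent follows for 15-30 min at room temperature.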
Tb PFK block: inhibitors of T. brucei phosphofructokinase | O15648 | T. brucei PFK, ADP-Glo luminescence | Potency, µM (highest dose often 57.5 µM), for the others: at the highest dose activity, negative = inhibition, most hits filed as inhibitors | hit rate 0.17% among 330,000 | AID 485367;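 also: potency is read from the fitted curve at half-maximal effect; 0% = uninhibited 1x PFK enzyme wells and -100% = no-enzyme wells; nearly all actives have a fitted effect of over 60% in size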
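1.25 nM PFK with 0.5 mM F6P and 0.1 mM ATP in 0.1 M TEA pH 8.0, 5 mM MgCl2, incubated 45 min at room temperature; ADP measured by ADP-Glo luminescence; compounds titrated up to 57 uM.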
KCNH2 3.1 block: KCNH2 3.1 (human) potassium channel inhibition. U2OS KCNH2 3.1, thallium flux FluxOr; active compounds read low. activity change, % (tested at about 1.8 µM). hit rate 0.95% among 340,000;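 active = maximum activity change below -70%; inconclusive = maximum activity change from -70% to -50%; inactive = maximum activity change above -50%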;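 also: thallium influx rate constant from kinetic fluorescence after stimulation buffer; % is scaled to controls: 0 for no effect and ±100 for the full control effect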
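Steps: virus added to U2OS suspension (4 h, RT, dark); medium with 10% FBS added, cells plated, 37 C overnight; FluxOr/Red40 loading buffer 45 min RT; stimulation buffer, 2 min kinetic read; rate constant normalized.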
uPA generation: inhibitors of cell surface uPA generation | cell surface uPA generation assay, qHTS | Potency, µM (series often up to 38.3 µM), without a hit: top-dose activity change, negative = inhibition, usual class: inhibitors | hit rate 0.31% among 330,000 | AID 540303; active = well fitted inhibition curve with a large enough effect; inconclusive = small, poorly fitted or top-dose-only effect; inactive = no such curve, though single readings can be large or run the other way; tested in mouse RAW 264.7 cells; also: potency is read from the fitted curve at half-maximal effect; % is scaled to controls: 0 for no effect and ±100 for the full control effect; nearly all actives have a fitted effect of over 55% in size
NPC1 prom act: activators of NPC1 promoter | Huh7 NPC1 promoter luciferase reporter, 24 h | Potency, µM (series often up to 9.22 µM), without a hit: top-dose activation, actives largely listed as activators | hit rate 2.4% among 320,000 | AID 485313;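 also: potency is read from the fitted curve at half-maximal effect; % of control where 0% means no effect; nearly all actives have a fitted effect of over 60% in size; reporter is driven by a mutant NPC1 promoter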
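Stably transfected Huh7 (NPC1 promoter→luciferase), 1500 cells/well in Opti-MEM + 10% FBS, 2 h settle, then compound 24 h at 37 °C. Luminescence after 10 min with Amplite reagent.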
Gal4-VP16 FLuc: counter-screen for ROR gamma inhibitors: Gal4-VP16 reporter; AID 2546; Drosophila S2 Gal4-VP16 UAS-luciferase, luminescence, 20 h; Potency, µM (titrated, usually from 53.6 µM), for the others: top-dose activity, negative = inhibition, hits mostly inhibitors; hit rate 3.5% among 310,000;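 also: Gal4-VP16 expression switched on by copper sulfate through the metallothionein promoter; potency is read from the fitted curve at half-maximal effect; % is scaled to controls: 0 for no effect and ±100 for the full control effect; nearly all actives have a fitted effect of over 50% in size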
* = called active by the depositor; ? = inconclusive; . = no result given; [ ] = remark or other dose. Unless noted, calls follow the shape of the dose curve; as a rule, active = well fitted curve in the direction sought with a large enough effect; inconclusive = small, poorly fitted or top-dose-only effect, or another doubt; inactive = no such curve, though single readings can be large; an effect the other way counts as inactive or inconclusive.

cpd | Compound | RORg inh | Gal4-VP16 FLuc | FLuc modulator | FBPA coupling cs | ELG1 genotoxic | uPA generation | Giardia killer | Tb PFK block | KCNH2 3.1 block | NPC1 prom act | Rab9 promoter act
1 | CC(=O)N1CCC(C(=O)Nc2ccc(S(=O)(=O)N3CCCCC3)cc2)CC1 | 0% | 1% | 2% | . | -1% | -2% | -4 | 2% | 5 | -2% | 3%
2 | O=C(N/N=C/c1cc([N+](=O)[O-])ccc1O)C1C2CCCCC21 (centres undefined) | 0.89µM* | 2.8µM* | ? | -1 | 13% | . | . | -1% | . | -3% | -3%
3 | CCOC(=O)C1(CCCc2ccccc2)CCN(C(=O)CCc2cnn(C)c2)CC1 | 37% | 8% | -7% | 7 | -7% | -5% | 14 | -1% | 0 | 1% | 1%
4 | CC(C)CC(CO)N1CCN(C(=O)c2cccc(C(F)(F)F)c2)CCC1=O (centres undefined) | 16% | 8% | 4% | 3 | 0% | -2% | 18 | -5% | -5 | 2% | -2%
5 | Cc1cc(C)c2c(=O)n(CC(=O)NCCCN3CCOCC3)sc2n1 | 4µM* | 5µM* | ? | 3 | 5% | -4% | 35[activator] | 8.5µM* | 1 | -4% | 0%
6 | COc1ccc(OCC(=O)NNC(=O)C(=O)Nc2ccc(C)cc2)cc1 | -16% | -13% | -8% | -1 | -2% | 3% | 0 | -1% | 12 | -4% | 0%
7 | CCOc1ccccc1NC(=O)N1CCC(NC(=O)C2CCCCC2)CC1 | 1% | 5% | 2% | 4 | 0% | 0% | 14 | -9% | 7 | -3% | -5%
8 | O=C(CCn1cccc1)Nc1ccc(OC(F)(F)F)cc1 | 41% | 3% | 4% | 0 | 13% | -3% | 0 | -11% | -18 | -2% | 4%
9 | COC(=O)c1cccc(NC(=O)CSc2nc(O)c(-c3ccccc3)c(=O)[nH]2)c1 | 7% | -7% | -4% | 8 | -1% | 13% | -14 | 1% | 11 | -1% | -5%
10 | CC(=O)c1c(C)[nH]c(C(=O)OCC(=O)N2CCCC2=O)c1C | . | . | . | . | 5% | 3% | -3 | -6% | 22 | 5% | 6%
11 | O=S(=O)(NC1c2cccc3cccc(c23)C1N1CCNCC1)c1ccc(Cl)cc1 (centres undefined) | ? | -13% | 0% | 3 | 0% | -7% | -5 | -8% | -6 | -2% | -2%
12 | O=C(CC(c1ccco1)C1CCCCC1=O)c1ccccc1 (centres undefined) | -38% | 9% | 0% | 2 | -6% | 6% | 20 | 1% | -11 | 6% | -2%
13 | CN(CC(=O)N1CCN(Cc2ccccc2)CC1)S(=O)(=O)c1ccc(Br)cc1 | ? | ? | -3% | 3 | -10% | 5% | -19 | 2% | -14 | -2% | 0%
14 | CCC(=O)NC(=S)Nc1ccccc1C(=O)NC1CCCCC1 | 28% | ? | -1% | 2 | 0% | 6% | 0 | 0% | 0 | -1% | 0%
15 | CCCCNC(=O)CC1N=C2c3ccccc3N=C(SCC(=O)Nc3ccc(OC)cc3)N2C1=O (centres undefined) | ? | 19% | 0% | -3 | 2% | 0% | -13 | -2% | -11 | 5% | 1%
16 | c1ccc2c(c1)CC(N1CCN(c3cccc4c3OCCO4)CC1)C2 | -11% | 0% | . | 1 | . | . | . | . | . | -11%[46.1 µM] | -23%[46.1 µM]
17 | CN(C)c1cc(Cl)c2nonc2c1N | 0% | -10% | -1% | -30* | 3% | 5% | -7 | ? | 9 | -2% | 12%
18 | CCOc1ccc(NC(=O)CN(C)C(=O)C2COc3ccccc3O2)cc1OCC (centres undefined) | . | . | . | . | 1% | 0% | 9 | -14% | 9 | . | .
19 | C=CCNC(=S)Nc1ccccc1-c1nnc2n1CCCCC2 | 0% | 4% | 2% | 0 | 1% | 0% | 1 | -12% | -40 | 2% | -3%
20 | CC(C)=NN1C(=O)c2ccccc2NC1(C)C | -1% | -5% | -2% | 0 | 5% | -2% | -8 | -2% | -3 | -8% | 0%
21 | CCN1CCN(c2oc(-c3ccccc3)nc2S(=O)(=O)c2ccc(C)cc2)CC1 | . | . | 3% | . | 0% | -5% | -3 | 6% | ? | -1% | -10%
22 | Cc1cc(C)n(-c2nc(SCC(=O)Nc3nccs3)c3c4c(sc3n2)COC(C)(C)C4)n1 | ? | ? | -7% | -1 | 2% | -2% | -11 | 4% | 1 | 0% | -1%
23 | COc1ccc(-c2nn(-c3ccccc3)cc2C(=O)NC(=S)NNC(=O)c2ccncc2)cc1 | 6.3µM* | -26% | ? | -1 | -13% | ? | -12 | 4% | -5 | -7% | -5%
24 | C=CCNC(=S)N1CCN(CCN=CC2=C(O)CC(c3ccc(Cl)cc3)CC2=O)CC1 (centres undefined) | 7% | -17% | -2% | 1 | -2% | -2% | 3 | 1% | -11 | 0% | 3%
25 | COc1ccccc1N1CCN(C(=O)/C=C/c2ccc3c(c2)OCO3)CC1 | 7% | 3% | -9% | -1 | -6% | 10% | -9 | -2% | -4 | -3% | 1%
26 | COc1ccc2[nH]cc(CCNS(=O)(=O)c3ccc(F)cc3)c2c1 | ? | -8% | -4% | -2 | -13% | 4% | 30[activator] | -2% | -16 | -2% | 2%
27 | Cc1oc2c(C)c3oc(=O)c(CCC(=O)N4CCC(C(=O)NCCC(=O)O)(c5ccccc5)CC4)c(C)c3cc2c1C | 3% | -3% | -2% | -2 | 0%[9.26 µM] | 0% | 3 | 0% | 18 | -5% | -1%
28 | O=C(CCCC(=O)N(CC(=O)NC1CCCC1)Cc1ccccc1)Nc1ccccn1 | 5% | 7% | -1% | 0 | 1% | 2% | 8 | 0% | 7 | 12% | 6%
29 | Oc1ccc2ccccc2c1C=Nc1ccccc1 | -30% | -10% | 17µM* | -35* | -4% | -2% | -9 | -23% | 3 | -2% | -3%
30 | O=C(COC(=O)C1Cc2ccccc2CN1C(=O)c1ccccc1Cl)Nc1ccc(N2CCOCC2)cc1 (centres undefined) | 43% | -12% | -1% | 0 | 1% | -7% | 24 | 1% | 2 | 0% | -1%
31 | CCOc1cc2c(C)cc(=O)oc2cc1Cl | 3% | -8% | -1% | 2 | 1% | -4% | -5 | 0% | -3 | -2% | 0%
32 | COc1ccc(CNC(=O)CSc2nnnn2C)cc1OC | -7% | -13% | -2% | 0 | 1% | 6% | 19 | -3% | -4 | -1% | -1%
33 | Cc1cccn2cc(-c3ccc(NC(=O)Cc4ccccc4)cc3)nc12 | 5µM* | ? | -1% | 2 | 9% | 1% | 9 | 0% | -1 | -2% | -3%
34 | CSc1ccc(S(=O)(=O)N2CCC(C(=O)N3CCOCC3)CC2)cc1 | 38% | -1% | -4% | 3 | 2% | -8% | -2 | -4% | -1 | 0% | -2%
35 | COc1ccc(C(=O)COC(=O)CN2C(=O)C3C4C=CC(C5CC45)C3C2=O)cc1 (centres undefined) | 6% | 0% | 3% | 0 | 2% | 1% | -9 | 0% | 5 | -6% | 4%
36 | O=[N+]([O-])c1cc([N+](=O)[O-])c(Oc2cncc(Cl)c2)cc1NN1CCCCC1 | -29% | 0% | 0% | 8 | -2% | -2% | 22 | -3% | -13 | 5% | 0%
37 | O=C(C1CCN(S(=O)(=O)N2CCOCC2)CC1)N1CCOCC1 | 1% | -5% | 4% | -1 | -5% | . | 10 | -4% | 6 | 0% | -2%

Random excerpt: two compounds from above
cpd | Compound | RORg inh | Gal4-VP16 FLuc | FLuc modulator | FBPA coupling cs | ELG1 genotoxic | uPA generation | Giardia killer | Tb PFK block | KCNH2 3.1 block | NPC1 prom act | Rab9 promoter act
32 | COc1ccc(CNC(=O)CSc2nnnn2C)cc1OC | -7% | -13% | -2% | 0 | 1% | 6% | 19 | -3% | -4 | -1% | -1%
35 | COc1ccc(C(=O)COC(=O)CN2C(=O)C3C4C=CC(C5CC45)C3C2=O)cc1 (centres undefined) | 6% | 0% | 3% | 0 | 2% | 1% | -9 | 0% | 5 | -6% | 4%

Grouped by structure: those above containing an NH in an aromatic ring (3)
cpd | Compound | RORg inh | Gal4-VP16 FLuc | FLuc modulator | FBPA coupling cs | ELG1 genotoxic | uPA generation | Giardia killer | Tb PFK block | KCNH2 3.1 block | NPC1 prom act | Rab9 promoter act
9 | COC(=O)c1cccc(NC(=O)CSc2nc(O)c(-c3ccccc3)c(=O)[nH]2)c1 | 7% | -7% | -4% | 8 | -1% | 13% | -14 | 1% | 11 | -1% | -5%
10 | CC(=O)c1c(C)[nH]c(C(=O)OCC(=O)N2CCCC2=O)c1C | . | . | . | . | 5% | 3% | -3 | -6% | 22 | 5% | 6%
26 | COc1ccc2[nH]cc(CCNS(=O)(=O)c3ccc(F)cc3)c2c1 | ? | -8% | -4% | -2 | -13% | 4% | 30[activator] | -2% | -16 | -2% | 2%

Compound activity deposited in PubChem by National Center for Advancing Translational Sciences (NCATS).
